G9a inh: blocks human histone lysine methyltransferase G9a; Q96KQ7; Potency, µM (doses to about 102 µM), inactives show top-dose activity, negative = inhibition, usual class: inhibitors; AID 504332; G9a H3K9 monomethylation, AlphaScreen, 2 h; 8.8% of 350,000 active; also: % is scaled to controls: 0 for no effect and ±100 for the full control effect; nearly all actives have a fitted effect of over 75% in size
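Quantitative HTS format: methyltransferase activity on a biotin-tagged H3K9 peptide is measured by AlphaScreen, using a rabbit anti-monomethyl-H3K9 antibody with streptavidin donor and anti-IgG acceptor beads. Final levels are 20 nM enzyme, 500 nM peptide, 20 uM SAM; 2 h RT.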
POLI inh: DNA polymerase iota (human) inhibition; Pol iota fluorescent replication assay, 10 min; Q9UNA4; Potency, µM (highest dose often 115 µM), for the others: at the highest dose activity, negative = inhibition, actives largely listed as inhibitors; 1% of 390,000 active
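Fluorescent replication assay read twice, at 0 min and 10 min after adding 50 nM (final) substrate. Enzyme (10 nM) and compounds were first incubated 15 min at room temperature; enzyme-free buffer wells were negative controls.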
BLM helicase inh: inhibitors of human Bloom syndrome helicase BLM | P54132 | recombinant BLM DNA unwinding, fluorescence dequenching | Potency, µM (top dose mostly 56.1 µM), for the others: at the highest dose activity change, negative = inhibition, usual class: inhibitors | 0.2% of 350,000 active | AID 2528;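 also: plate controls were vehicle for no effect and no enzyme for full effect; nearly all actives have a fitted effect of over 35% in size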
Target sequence (P54132 whole entry, looked up): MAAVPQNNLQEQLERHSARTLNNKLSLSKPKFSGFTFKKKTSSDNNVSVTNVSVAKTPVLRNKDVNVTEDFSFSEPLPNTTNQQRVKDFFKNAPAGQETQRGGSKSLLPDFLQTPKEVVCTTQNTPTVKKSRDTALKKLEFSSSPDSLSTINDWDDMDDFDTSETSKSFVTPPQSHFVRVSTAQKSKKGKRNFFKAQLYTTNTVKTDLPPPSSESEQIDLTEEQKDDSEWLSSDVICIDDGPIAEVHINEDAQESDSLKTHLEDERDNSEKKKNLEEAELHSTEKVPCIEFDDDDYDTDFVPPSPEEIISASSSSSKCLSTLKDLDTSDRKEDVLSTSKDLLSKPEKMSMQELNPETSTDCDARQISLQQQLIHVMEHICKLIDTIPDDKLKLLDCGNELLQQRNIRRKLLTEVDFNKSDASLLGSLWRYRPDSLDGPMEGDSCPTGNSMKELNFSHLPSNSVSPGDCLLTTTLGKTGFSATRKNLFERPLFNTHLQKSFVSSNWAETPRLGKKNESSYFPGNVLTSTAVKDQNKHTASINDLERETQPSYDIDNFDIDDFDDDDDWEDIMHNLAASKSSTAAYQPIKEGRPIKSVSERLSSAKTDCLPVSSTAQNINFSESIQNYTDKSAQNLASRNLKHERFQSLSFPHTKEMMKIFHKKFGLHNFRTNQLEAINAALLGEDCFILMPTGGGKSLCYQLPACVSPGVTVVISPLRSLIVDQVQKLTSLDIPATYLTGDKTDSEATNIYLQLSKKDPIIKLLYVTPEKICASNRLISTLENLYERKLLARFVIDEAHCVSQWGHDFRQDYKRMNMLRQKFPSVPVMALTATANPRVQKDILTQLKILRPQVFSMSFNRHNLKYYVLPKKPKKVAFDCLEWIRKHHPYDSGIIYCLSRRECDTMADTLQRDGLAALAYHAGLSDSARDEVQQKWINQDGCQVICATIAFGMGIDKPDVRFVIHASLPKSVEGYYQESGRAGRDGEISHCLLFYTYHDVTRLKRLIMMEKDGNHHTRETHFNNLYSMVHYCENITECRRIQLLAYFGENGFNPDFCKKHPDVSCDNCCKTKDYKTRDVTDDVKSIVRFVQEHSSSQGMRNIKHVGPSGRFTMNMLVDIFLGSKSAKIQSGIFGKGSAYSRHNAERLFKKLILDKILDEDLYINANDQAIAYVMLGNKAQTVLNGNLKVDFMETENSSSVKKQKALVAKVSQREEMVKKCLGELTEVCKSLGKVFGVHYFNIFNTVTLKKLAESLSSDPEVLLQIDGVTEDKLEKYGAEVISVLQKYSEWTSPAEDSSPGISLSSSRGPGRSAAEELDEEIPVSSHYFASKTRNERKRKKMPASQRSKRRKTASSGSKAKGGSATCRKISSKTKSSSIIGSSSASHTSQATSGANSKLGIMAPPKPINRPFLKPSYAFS
Pol eta inh: DNA polymerase eta (human) inhibition | Q9Y253 | recombinant Pol eta, fluorescent DNA replication assay | Potency, µM (top dose mostly 114 µM), for inactives: at the highest dose activity change, negative = inhibition, hits mostly inhibitors | 1.2% of 390,000 active | AID 588591; also: % is scaled to controls: 0 for no effect and ±100 for the full control effect
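Fluorescent replication assay: 50 nM final substrate added after a 15 min room-temperature compound preincubation with 10 nM enzyme. Signal taken at 0 min and again at 10 min.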
Pol kappa inh: inhibitors of human DNA polymerase kappa; AID 588579; 0.53% of 400,000 active; purified Pol kappa, fluorescent DNA synthesis assay, 10 min; Potency, µM (highest dose often 107 µM), inactives show at the highest dose activity, negative = inhibition, usual class: inhibitors; also: % is scaled to controls: 0 for no effect and ±100 for the full control effect
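Readout: fluorescence, taken kinetically at 0 and 10 min. Conditions: 10 nM Pol kappa, 15 min RT compound preincubation, 50 nM substrate final. Controls: enzyme-free buffer wells.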
POLB inh: inhibitors of human DNA polymerase beta; P06746; Pol beta primer extension/strand displacement, fluorescence kinetic; Potency, µM (titrated, usually from 114 µM), for inactives: top-dose activity change, negative = inhibition, usual class: inhibitors; 1.3% of 340,000 active; AID 485314; also: % is scaled to controls: 0 for no effect and ±100 for the full control effect
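Enzyme-only controls used 10 nM Pol beta; buffer lacking enzyme served as negative control. Compound preincubated 15 min, then 50 nM substrate added; 0 and 10 min reads at room temperature.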
BAZ2B block: inhibitors of human BAZ2B bromodomain. Q9UIF8. AlphaScreen BAZ2B-H3K14Ac peptide displacement. Potency, µM (top dose mostly 114 µM), for the others: at the top dose activity change, negative = inhibition, usual class: inhibitors. 4.4% of 360,000 active; also: % is scaled to controls: 0 for no effect and ±100 for the full control effect; nearly all actives have a fitted effect of over 60% in size
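Multi-concentration screen (max 110 uM) measuring displacement of acetylated histone H3 peptide from BAZ2B by AlphaScreen, using 50 nM protein, 50 nM peptide and 10 ug/mL streptavidin donor plus Ni-chelate acceptor beads.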
JMJD2A Tudor: JMJD2A Tudor domain (human) inhibition | O75164 | AlphaScreen JMJD2A-Tudor / H3K4me3 peptide binding | Potency, µM (titrated, usually from 114 µM), for inactives: top-dose activity change, negative = inhibition, hits mostly inhibitors | 4.4% of 390,000 active | AID 504339; also: % is scaled to controls: 0 for no effect and ±100 for the full control effect; nearly all actives have a fitted effect of over 50% in size
APE1 inh: inhibitors of human APE1 endonuclease; 0.35% of 350,000 active; recombinant APE1, TAMRA/BHQ-2 abasic DNA cleavage fluorescence; Potency, µM (highest dose often 65.8 µM), for inactives: top-dose activity change, negative = inhibition, usual class: inhibitors; AID 2517;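 also: plate controls were vehicle for no effect and reference inhibitor for full effect; nearly all actives have a fitted effect of over 55% in size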
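0.75 nM APE1 + cpd, 15 min RT; start w/ 50 nM TAMRA/BHQ-2 THF-abasic dsDNA; kinetic fluor 525/598 nm ×3 reads @60 s; Δ(read3−read1); normalized to DMSO and NSC13755 control wells.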
* hit, by the source's call; u = inconclusive; x = not tested or not shown; & = joins results of further samples; [ ] = remark or other dose. Calls follow the shape of the dose curve; as a rule, active = well fitted curve in the direction sought with a large enough effect; inconclusive = small, poorly fitted or top-dose-only effect, or another doubt; inactive = no such curve, though single readings can be large; an effect the other way counts as inactive or inconclusive. Potency is read from the fitted curve at half-maximal effect.

structure,G9a inh,POLI inh,BLM helicase inh,Pol eta inh,Pol kappa inh,POLB inh,BAZ2B block,JMJD2A Tudor,APE1 inh
COc1ccc(NS(=O)(=O)NC(=O)c2c[nH]c3ccccc23)cc1,u,17%,-1%,-21%,-11%,24%,u,17%,13%
Cc1cc(-c2nnc(SCC(=O)NC3CCCC3)o2)no1,3%,14%,-2%,-14%,-9%,17%,-1%,-1%,2%
CN(C)CCCN1C(=O)C2CCc3[nH]c4ccccc4c3C2C1=O (stereo not given),x,4%,-6%,-10%,-8%,5%,-41%,-11%,-1%
CC(=O)c1ccccc1OC(=O)COc1ccc([N+](=O)[O-])cc1,x,-10%,-3%,-10%,1%,19%,0%,-10%,-2%
CC(=O)Nc1c(O)nc(SCC(=O)N2CCCCC2)[nH]c1=O,12%[12.7 µM],3%,x,-16%,-19%,x,6%,2%,32%
CC1CCc2nc(NC(=O)CCSc3ccccc3)sc2C1 (stereo not given),-6%[59 µM],-10%,-3%,-10%,-1%,1%,2%,-18%,2%
COc1cc(OC)c(NC(=O)c2nn(C)c3c2COc2ccccc2-3)cc1Cl,2.2µM*,15%,-2%,-12%,-3%,-1%,-9%,-9%,x
Cc1nnc(NC(=O)C2CC(=O)N(C(C)c3ccccc3)C2)s1 (stereo not given),8%,15%,0%,-10%,-6%,0%,-2%,-8%,-7%
Cc1cccc(C)c1NC1=C(Cl)C(=O)OC1OC(=O)c1ccccc1 (stereo not given),-6%,60%[activator],-2%,-3%,-3%,18%,x,-13%[57.1 µM],-6%
COc1ccc(S(=O)(=O)N(C)C[C@H]2Oc3ccc(NC(=O)Cc4cn(C)c5ccccc45)cc3C(=O)N([C@@H](C)CO)C[C@@H]2C)cc1,x,1%,x,-19%,6%,x,x,-27%,-9%

Compound profiles (already shown).
CC1CCc2nc(NC(=O)CCSc3ccccc3)sc2C1 (stereo not given) is listed with G9a inh = -6%[59 µM]; POLI inh = -10%; BLM helicase inh = -3%; Pol eta inh = -10%; Pol kappa inh = -1%; POLB inh = 1%; BAZ2B block = 2%; JMJD2A Tudor = -18%; APE1 inh = 2%
CC(=O)c1ccccc1OC(=O)COc1ccc([N+](=O)[O-])cc1 is listed with G9a inh = x; POLI inh = -10%; BLM helicase inh = -3%; Pol eta inh = -10%; Pol kappa inh = 1%; POLB inh = 19%; BAZ2B block = 0%; JMJD2A Tudor = -10%; APE1 inh = -2%

(further entries)
structure,G9a inh,POLI inh,BLM helicase inh,Pol eta inh,Pol kappa inh,POLB inh,BAZ2B block,JMJD2A Tudor,APE1 inh
Cc1cc(C)c(S(=O)(=O)Nc2ccc(-c3ccc(N4CCCCC4)nn3)cc2)c(C)c1,-24%[59 µM],2%,-5%,-16%,-5%[60.1 µM],-2%,-14%,-30%,x
Cn1nnnc1Sc1ncnc2scc(-c3cccc(F)c3)c12,2%[0.501 µM],19%,x,-13%,5%,x,-4%,-17%&1%,-8%
COc1ccc(Br)cc1/C=C/C(=O)NC(=S)Nc1ccc(Cl)c(C(=O)O)c1,32µM*,17%,-8%,25µM*,2%,12%,u,-30%,6%
OC(c1ccc2ccccc2n1)c1c(Cl)cccc1Cl (stereo not given),x,40%[activator],x,-5%,-17%,x,x,24%,x
COc1ccc(NC(=O)c2cccn2-c2nnc(N3CCCCC3)s2)c(OC)c1,-29%[59 µM],20%,-3%,9%,4%,-3%,-24%,-25%,x
Cc1cc2ncn(C(=O)N3CCOCC3)c2cc1C,0%[12.7 µM],-15%,0%,0%,3%,-7%,-3%,19%,3%
COc1ccccc1CNC(=S)NCc1ccc(Cl)cc1,1%,-3%,-8%,-14%,4%,20%,u,1%,-10%
S=C(Nc1ccc(Cl)cc1)Nc1ccc2c(c1)OCCO2,x,11%,0%,-6%,-6%,14%,-26%,-15%,-3%
CC(=O)Nc1ccc(NC(=O)COc2ccc(S(=O)(=O)N3CCCC3)cc2C)cc1,0%,-2%,-1%,-20%,6%,32%,2%,3%,10%
COc1cccc(N(CC(=O)NCCSCc2ccco2)S(=O)(=O)c2ccccc2)c1,-14%,-4%,-9%,-4%,-18%,19%,u,-28%,-2%
O=C(NCc1cccnc1)c1ccccc1-c1nc(-c2ccccc2)no1,16%[59 µM],36%[activator],1%,-14%,5%,1%,-10%,-12%,-1%
O=C(c1ccc(N2C(=O)c3ccccc3C2=O)cc1)N1CCCCC1,15%,17%,3%,-12%,-4%,29%,3%,-7%,0%
COC(=O)CN1C(=O)[C@H]2[C@@H](c3ccc(C)o3)N3C(=O)CN(CC4CC4)C(=O)[C@@]3(Cc3ccccc3)[C@H]2C1=O,0%,-16%,-2%,-7%,-7%,-16%,-20%,-10%,48%
CC(C)(C)OC(=O)N1CCC(c2c(C(=O)N3CCOCC3)cnn2-c2ccccc2Cl)CC1,-27%[59 µM],24%,3%,-17%,-12%,-2%,11%[57.1 µM],-11%,x
CCCOC(=O)c1ccc(N2C(=O)c3ccccc3C2=O)cc1,-6%[59 µM],16%,0%,-21%,-7%,46%,8%,0%,-5%
CSc1ccc(/C=C(\NC(=O)c2ccco2)C(=O)N2CCCCC2)cc1,x,-1%,2%,-7%,-2%,-3%,-13%,-10%,-10%
Cc1ccc2nc(-c3ccc(N4C(=N)SC5CS(=O)(=O)CC54)cc3)sc2c1 (stereo not given),u,-6%,4%,-14%,-13%,-10%[57.1 µM],6%,-4%,5%
CNC(=O)C1CCC(=O)N1Cc1ccc(C)cc1 (stereo not given),0%[59 µM],-12%,1%,-19%,-3%,14%,0%,-4%,-2%
COC(C(=O)Nc1ccc(C(C)=O)cc1)c1ccccc1 (stereo not given),21%[59 µM],72%[activator],-1%,-5%,1%,33%,7%,-7%,5%
CCOc1ccccc1NC(=O)N1C2CCCC1CC(NC(=O)C1CC1)C2 (stereo not given),21%[59 µM],-4%,5%,-4%,-4%,29%,2%,1%,-2%
COC(=O)CSc1nc2c(c(-c3ccc(O)cc3)c1C#N)CCCC2,u,-19%,-15%,-13%,-3%,-2%,-25%,-26%,-2%
COc1ccc(NC(=O)c2cc3c(Cl)nc4ccccc4c3s2)c(OC)c1,-1%[59 µM],26%,-4%,-3%,0%,27%,-4%,-19%,13%
O=C(CCNS(=O)(=O)c1ccc2[nH]c(=O)oc2c1)NCc1ccccc1,6%,-9%,-1%,9%,-4%,-7%,-14%,-5%,24%
Cc1ccc(N2C(=O)CSC23C(=O)N(CC(=O)NCc2ccccc2)c2ccccc23)cc1 (stereo not given),-3%[59 µM],-10%,2%,-11%,-12%,5%,12%[57.1 µM],-24%,x
C=CCc1cccc(CNc2ccc(S(=O)(=O)Nc3nccnc3OC)cc2)c1O,u,-7%,-2%,-3%,-4%,-1%,u,-30%,40%
O=C(NCc1ccc2[nH]c3c(c2c1)CCCC3)N1CCOCC1,u,x,-8%,x,x,1%,-1%,x,-3%
CN(C)c1ccc(Cl)cc1N,25µM*,23%,0%,3%,-15%,2%,u,-5%,-1%
O=C(NCCCN1CCOCC1)c1cc(C(=O)C2CC2)c[nH]1,x,21%,1%,-17%,-14%,7%,1%,-10%,-1%
CC(=O)Nc1ccc(S(=O)(=O)N2CCSC2c2ccccc2Cl)cc1 (stereo not given),u,-4%,-6%,-23%,-1%,u,-28%,-5%,-5%
O=C(CCN1C(=O)[C@@H]2Cc3ccccc3CN2C1=O)NCCc1ccccc1,23%[0.501 µM],37%[activator],-1%,-22%,5%,2%,-11%,-9%,6%
O=[N+]([O-])c1ccc(COc2ccc(-c3[nH]ncc3-c3ccc(Cl)cc3)c(O)c2)cc1,u,0%,1%,-14%,-14%,4%,-7%,-12%,5%
CCOC(=O)CN1C(=O)C(CC)Oc2ccc(Cl)cc21 (stereo not given),4%,-13%,-1%,-9%,-6%,7%,2%,11%,-2%
COc1cccc(/C=N/NC(=O)c2[nH]nc3c2CCc2ccccc2-3)c1O,50µM*,13%,u,u,u,8.9µM*,u,u,-5%
O=C(c1ccccc1Cl)N1CCSCC1,x,18%,-2%,-8%,-16%,-17%,-2%,-2%,1%
CCOC(=O)CC(NC(=O)Cn1nnc(-c2ccccc2)n1)c1ccc(OC)cc1 (stereo not given),6%,47%[activator],-1%,-9%,2%,0%,2%,0%,u
Nc1ncnc(Sc2ccc(Cl)cc2)c1[N+](=O)[O-],21%[59 µM],2%,1%,-16%,-15%,12%,10%,-7%,30%
N#C/C(=N\Nc1ccccc1)C(=N)N1CCCCCC1,x,16%,-3%,-28%,-1%,-11%,0%,-19%,0%
CCN(CC)S(=O)(=O)c1cc(C(=O)Nc2ccncc2)ccc1Cl,6%[12.7 µM],23%,-2%,-1%,2%,13%,-5%,-16%,3%
Cc1ccc(C)c(N2C(=O)CC(Cc3ccc(Cl)cc3)C2=O)c1 (stereo not given),x,39%[activator],-7%,-6%,-4%,2%,10%,-1%,8%
Cc1c(Cl)cccc1NC(=S)NCCc1ccc(Cl)cc1,17%,5%,-11%,-6%,-15%,-17%,-21%,-14%,7%

Filtered by structure: the entries above with a nitro group on carbon (3)
structure,G9a inh,POLI inh,BLM helicase inh,Pol eta inh,Pol kappa inh,POLB inh,BAZ2B block,JMJD2A Tudor,APE1 inh
CC(=O)c1ccccc1OC(=O)COc1ccc([N+](=O)[O-])cc1,x,-10%,-3%,-10%,1%,19%,0%,-10%,-2%
O=[N+]([O-])c1ccc(COc2ccc(-c3[nH]ncc3-c3ccc(Cl)cc3)c(O)c2)cc1,u,0%,1%,-14%,-14%,4%,-7%,-12%,5%
Nc1ncnc(Sc2ccc(Cl)cc2)c1[N+](=O)[O-],21%[59 µM],2%,1%,-16%,-15%,12%,10%,-7%,30%

Remaining list, next part.
structure,G9a inh,POLI inh,BLM helicase inh,Pol eta inh,Pol kappa inh,POLB inh,BAZ2B block,JMJD2A Tudor,APE1 inh
COc1ccc(C[C@@H]2CN3C(=NC[C@@H]3C)N2CCNC(=O)c2ccc(C)c(Br)c2)cc1,u,-13%,-6%,-11%,13%,4%,-21%,-11%,0%
CCCCCCOc1ccc(C(=O)O)cc1,-16%,33%[activator],-2%,-20%,0%,23%,-36%,-9%,-18%
C=CCN(CC=C)C(=S)NC(=O)/C=C/c1ccc(C)cc1,25%[59 µM],9%,3%,-18%,-12%,22%,0%,0%,5%
Cc1ccc(Cl)cc1N1CCN(C(=O)c2cc(S(=O)(=O)N3CCCC3)cn2C)CC1,-3%[59 µM],24%,-6%,-28%,-2%,u,-15%,-17%,x

Assay outcomes: PubChem, National Center for Advancing Translational Sciences (NCATS)

Not all compounds are listed (hit frequency here may not be typical).
